# Giardia kill: Giardia lamblia killing; Giardia lamblia trophozoite viability; activity change, % at 7.66 µM, hits read low; 340,000 tested, 0.15% active; in the data active = activity change below about -80%; inconclusive = between about -30% and that limit;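 also: parasites exposed to compound for two days anaerobically before the ATP read; % is scaled to controls: 0 for no effect and ±100 for the full control effect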
#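 Anaerobic 48 hrs incubation at 37 deg C of 100 trophozoites/well with test compounds; ATPLite 1-Step luminescence, 15-30 min RT, reports cellular ATP as viability.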
# VP16 counter: Gal4-VP16 reporter inhibition counter-screen; Drosophila S2 Gal4-VP16 UAS-luciferase, luminescence, 20 h; Potency, µM (series often up to 53.6 µM), without a hit: at the top dose activity, negative = inhibition, most hits filed as inhibitors; 310,000 tested, 3.5% active; AID 2546;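 also: Gal4-VP16 expression switched on by copper sulfate through the metallothionein promoter; potency is read from the fitted curve at half-maximal effect; % is scaled to controls: 0 for no effect and ±100 for the full control effect; nearly all actives have a fitted effect of over 50% in size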
# KCNH2 3.1 inh: blocks the human KCNH2 3.1 channel isoform | U2OS KCNH2 3.1, thallium flux FluxOr; stronger effect = lower value | activity change, % (tested at about 1.8 µM) | 340,000 tested, 0.95% active;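 active = maximum activity change below -70%; inconclusive = maximum activity change from -70% to -50%; inactive = maximum activity change above -50%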;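 also: thallium influx rate constant from kinetic fluorescence after stimulation buffer; % is scaled to controls: 0 for no effect and ±100 for the full control effect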
#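 Thallium flux via FluxOr fluorescence (Red40 quencher, 45 min loading) in U2OS cells virally expressing the KCNH2 3.1 isoform (1.77 x 10^8 /mL virus, overnight at 37 C). Rate constants from 2-min kinetic reads post-stimulation, normalised to positive and negative controls.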
# Rab9 prom act: activators of Rab9 promoter; Huh7 Rab9 promoter-luciferase reporter, luminescence, 24 h; Potency, µM (top dose mostly 9.22 µM), for inactives: at the top dose activation, negative = inhibition, most hits filed as activators; 320,000 tested, 2.8% active; AID 485297; also: potency is read from the fitted curve at half-maximal effect; % of control where 0% means no effect; nearly all actives have a fitted effect of over 60% in size
#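 Huh7 cells stably carrying a Rab9 promoter-luciferase reporter, 1500 cells per well in OP-MEM I with 10% FBS, treated with compound 24 hours at 37C. Luciferase activity read by luminescence after 10 minutes with Amplite reagent.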
# ELG1 genotox: inducers of genotoxicity in HEK293T ELG1-luciferase cells; HEK293T ELG1-luciferase reporter, luminescence, 16 h; Potency, µM (doses to about 46 µM), without a hit: at the highest dose activity change, positive = activation, hits mostly activators; 330,000 tested, 1.3% active; also: potency is read from the fitted curve at half-maximal effect; % of control where 0% means no effect; nearly all actives have a fitted effect of over 60% in size
#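 Step 1: seed 2,000 HEK293T ELG1-luciferase cells per well. Step 2: add compound or DMSO, incubate 16 hr at 37 °C. Step 3: ONE-Glo, 30 min at room temperature, read luminescence.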
# Tb PFK block: T. brucei PFK enzyme inhibition. T. brucei PFK, ADP-Glo luminescence. O15648. Potency, µM (series often up to 57.5 µM), without a hit: at the top dose activity, negative = inhibition, usual class: inhibitors. 330,000 tested, 0.17% active. AID 485367;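 also: potency is read from the fitted curve at half-maximal effect; 0% = uninhibited 1x PFK enzyme wells and -100% = no-enzyme wells; nearly all actives have a fitted effect of over 60% in size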
# Target sequence (O15648 whole entry, looked up): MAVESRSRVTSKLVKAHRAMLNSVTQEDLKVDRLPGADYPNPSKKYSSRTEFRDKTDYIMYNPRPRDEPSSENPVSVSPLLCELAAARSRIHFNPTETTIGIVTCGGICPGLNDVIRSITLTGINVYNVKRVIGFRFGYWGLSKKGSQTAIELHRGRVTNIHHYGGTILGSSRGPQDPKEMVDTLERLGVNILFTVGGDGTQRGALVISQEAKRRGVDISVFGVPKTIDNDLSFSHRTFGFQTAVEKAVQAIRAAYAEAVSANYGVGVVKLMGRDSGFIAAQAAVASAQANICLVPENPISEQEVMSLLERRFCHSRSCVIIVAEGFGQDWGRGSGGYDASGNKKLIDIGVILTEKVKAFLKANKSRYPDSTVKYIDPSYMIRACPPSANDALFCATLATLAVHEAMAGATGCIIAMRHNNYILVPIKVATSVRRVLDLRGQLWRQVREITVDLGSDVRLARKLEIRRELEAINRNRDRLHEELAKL
#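 PFK 1.25 nM, F6P 0.5 mM, ATP 0.1 mM, 0.1 M TEA pH 8.0, 5 mM MgCl2, 0.01% Tween20, 0.1% BSA; 45 min RT. ADP-Glo readout. qHTS titration up to 57 uM; curves fitted, compounds curve-classed.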
# FLuc modulator: firefly luciferase modulation, counter-screen for miR-21 project; P08659; 360,000 tested, 6.9% active; Potency, µM (doses to about 57.5 µM), for inactives: top-dose activity change, negative = inhibition, hits mostly inhibitors; AID 588342; purified FLuc, Km substrates, luminescence inhibition;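 also: potency is read from the fitted curve at half-maximal effect; plate controls were vehicle for no effect and reference inhibitor for full effect; nearly all actives have a fitted effect of over 55% in size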
#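 Purified P. pyralis luciferase (10nM final) with 10uM D-luciferin and 10uM ATP (Km levels) in 50mM Tris acetate pH 7.5, 10mM Mg acetate, 0.01% Tween-20, 0.05% BSA; qHTS 6-point titration, ~60 µM downward; luminescence read.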
# uPA generation: blocks generation of uPA at the cell surface. cell surface uPA generation assay, qHTS. 330,000 tested, 0.31% active. AID 540303. Potency, µM (top dose mostly 38.3 µM), without a hit: at the top dose activity change, negative = inhibition, hits mostly inhibitors; active = well fitted inhibition curve with a large enough effect; inconclusive = small, poorly fitted or top-dose-only effect; inactive = no such curve, though single readings can be large or run the other way; tested in mouse RAW 264.7 cells; also: potency is read from the fitted curve at half-maximal effect; % is scaled to controls: 0 for no effect and ±100 for the full control effect; nearly all actives have a fitted effect of over 55% in size
# NPC1 promoter act: NPC1 promoter activation | Huh7 NPC1 promoter luciferase reporter, 24 h | Potency, µM (doses to about 9.22 µM), without a hit: top-dose activation, most hits filed as activators | 320,000 tested, 2.4% active;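 also: potency is read from the fitted curve at half-maximal effect; % of control where 0% means no effect; nearly all actives have a fitted effect of over 60% in size; reporter is driven by a mutant NPC1 promoter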
#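 Luciferase expression driven by the NPC1 promoter was measured in stably transfected Huh7 cells after a 24 h compound incubation, using a luciferase reagent and a luminescence read.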
# RORgamma inh: blocks mouse ROR gamma transcriptional activity | P51450 | Drosophila S2 Gal4-RORgamma UAS-luciferase reporter, 20 h | Potency, µM (highest dose often 53.6 µM), without a hit: at the highest dose activity change, negative = inhibition, usual class: inhibitors | 310,000 tested, 5.4% active; also: potency is read from the fitted curve at half-maximal effect; % is scaled to controls: 0 for no effect and ±100 for the full control effect; nearly all actives have a fitted effect of over 60% in size
# Target sequence (P51450 whole entry, looked up, the tested form may be a part): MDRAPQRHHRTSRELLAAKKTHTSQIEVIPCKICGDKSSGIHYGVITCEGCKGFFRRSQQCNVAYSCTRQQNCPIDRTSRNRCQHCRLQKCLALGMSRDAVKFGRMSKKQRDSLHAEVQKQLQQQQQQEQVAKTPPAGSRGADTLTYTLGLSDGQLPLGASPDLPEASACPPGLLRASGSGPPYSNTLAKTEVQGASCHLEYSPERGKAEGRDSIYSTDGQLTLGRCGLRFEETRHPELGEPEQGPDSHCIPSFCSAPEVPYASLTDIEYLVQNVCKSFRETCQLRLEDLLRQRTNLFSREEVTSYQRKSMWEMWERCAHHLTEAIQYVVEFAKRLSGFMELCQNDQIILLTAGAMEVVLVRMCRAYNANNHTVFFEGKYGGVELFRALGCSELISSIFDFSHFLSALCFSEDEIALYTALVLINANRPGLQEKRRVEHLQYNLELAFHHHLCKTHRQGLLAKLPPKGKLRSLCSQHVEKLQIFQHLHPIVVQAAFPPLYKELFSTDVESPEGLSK
#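 Luciferase reporter read in Schneider cells carrying Gal4-RORγ (mouse) and UAS-Photinus luciferase; cells given compound 1 h before 700 uM copper sulfate induction, then incubated 20 h at ambient temperature.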
# FBPA coupling cs: counter-screen for Giardia aldolase inhibitors: coupling enzyme system; coupling enzyme system counterscreen, AmpLite Red fluorescence; activity change, negative = inhibition, % at 58.2 µM, hits read low; 290,000 tested, 0.67% active; in the data active = activity change below about -30%; also: % is scaled to controls: 0 for no effect and ±100 for the full control effect
#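 Final compound at 57.5 uM, incubated 10 min at RT with coupling enzyme reagent (glyceraldehyde-3-phosphate), then 20 min with substrate and AmpLite Red detection. Fluorescence read at 525/598 nm; tests interference with the coupling assay, not aldolase inhibition.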
# An asterisk follows results filed as active; ? = inconclusive; · = not tested or not shown; [ ] = dose if it differs, or a comment. Unless noted, calls follow the shape of the dose curve; as a rule, active = well fitted curve in the direction sought with a large enough effect; inconclusive = small, poorly fitted or top-dose-only effect, or another doubt; inactive = no such curve, though single readings can be large; an effect the other way counts as inactive or inconclusive. Rows are unselected. Share with any hit: about 14%.
smiles	Giardia kill	VP16 counter	KCNH2 3.1 inh	Rab9 prom act	ELG1 genotox	Tb PFK block	FLuc modulator	uPA generation	NPC1 promoter act	RORgamma inh	FBPA coupling cs
O=C(CNc1ccccc1Cl)Nc1cc(S(=O)(=O)N2CCOCC2)ccc1Cl	-13	·	7	-1%	-7%	-7%	1%	-3%	0%	·	·
C#CCN1C(=O)C(O)(CC(=O)c2ccc(OC)c(OC)c2)c2ccccc21 (centres undefined)	-10	-2%	0	-3%	-5%	-2%	2%	·	-1%	17%	0
O=C(NCC1CCCO1)c1coc2nc3ccccc3nc12 (centres undefined)	17	2%	3	9%	-1%	0%	11µM*	3%	3%	-37%	1
COc1ccc(-n2nc3c(c2NC(=O)C2CC2)CS(=O)C3)cc1 (centres undefined)	1	-10%	19	3%	0%	-1%	-1%	4%	-3%	-21%	0
Cc1ccccc1CSCCNC(=O)CN(c1ccc2c(c1)OCO2)S(C)(=O)=O	-7	-6%	-9	-1%	-1%	3%	4%	-1%	-8%	32%	1
Cc1nn(-c2ccccc2)cc1/C=N/NC(=O)c1cccs1	-3	?	-26	23%	13%	1%	?	-48%	1%	?	1
CC(C)Oc1ccc(S(=O)(=O)N2CCOCC2)cc1NC(=O)C1COc2ccccc2O1 (centres undefined)	20	·	-23	1%	-6%	-2%	·	22%	-6%	·	·
O=[N+]([O-])c1cccc(S(=O)(=O)N2CCN(S(=O)(=O)N3CCCCCC3)CC2)c1	-20	3%	4	0%	3%	2%	0%	3%	5%	-30%	-1
Cc1ccccc1C(OCCN(C)C)C1CCCCC1 (centres undefined)	-7	-13%	7	-8%	-3%	-8%	-1%	-5%	-1%	-32%	3
CCOC(=O)c1c(NC(=O)/C=C/c2ccc3c(c2)OCO3)sc(C)c1CC	-7	-2%	0	10%	3%	-3%	-17%	0%	-3%	-2%	0

# A few values from the results shown.
# O=[N+]([O-])c1cccc(S(=O)(=O)N2CCN(S(=O)(=O)N3CCCCCC3)CC2)c1 in FLuc modulator reads 0%
# COc1ccc(-n2nc3c(c2NC(=O)C2CC2)CS(=O)C3)cc1 (centres undefined) in RORgamma inh reads -21%

# (continued)
smiles	Giardia kill	VP16 counter	KCNH2 3.1 inh	Rab9 prom act	ELG1 genotox	Tb PFK block	FLuc modulator	uPA generation	NPC1 promoter act	RORgamma inh	FBPA coupling cs
CC(Oc1ccccc1)C(=O)Nc1cccc(F)c1 (centres undefined)	-9	15%	-5	-4%	0%	-10%	4%[2.3 µM]	7%	-4%	14%	3
CCc1c(C2(O)CCCCC2)[nH]c2c(C(=O)OC)cc(Cl)cc12	12	-28%	-4	-1%	-9%	3%	3%	5%	-1%	?	4
CS(=O)(=O)N1CCc2cc(C(=O)Nc3ccc(COCC(F)(F)F)cc3)ccc21	7	-3%	-6	-4%	-4%	0%	1%	-12%	1%	?	0
Cc1ccc(C(=O)Nc2cnc3ccccn3c2=O)cc1	-6	?	-2	1.6µM*	4.6µM*	-1%	17µM*	·	2.2µM*	-25%	-1
Cc1c(NC(=O)c2ccc(C(C)(C)C)cc2)cccc1[N+](=O)[O-]	35[activator]	?	15	?	10%	-4%	13µM*	-2%	?	?	2
Cc1ccc(C)c(NC(=S)/C(=C(\[O-])c2ccc(Cl)s2)[n+]2ccccc2)c1	1	-12%	2	12%	0%	-7%	-10%	22%	-5%	20%	-40*
CSc1oc(-c2ccc(F)cc2)nc1S(=O)(=O)c1ccccc1	15	0%	14	21%	-1%	0%	1%	12%	3%	?	1
COc1ccccc1Nc1c2c(nc3ccc(N)cc13)CCCC2	-1	-12%	-25	1%	-6%	0%	-16%	5%	0%	-12%	4
COC(=O)c1sccc1NC(=O)c1ccoc1C	6	-6%	0	-13%	0%	-4%	0%	-9%	-5%	-5%	1
Cc1cccc(Cc2ncc(C(F)(F)F)cc2Cl)c1	1	-2%	-5	-1%	2%	3%	1%	11%	-1%	-22%	1

# Structural class: those above containing a furan ring, fused or not
smiles	Giardia kill	VP16 counter	KCNH2 3.1 inh	Rab9 prom act	ELG1 genotox	Tb PFK block	FLuc modulator	uPA generation	NPC1 promoter act	RORgamma inh	FBPA coupling cs
O=C(NCC1CCCO1)c1coc2nc3ccccc3nc12 (centres undefined)	17	2%	3	9%	-1%	0%	11µM*	3%	3%	-37%	1
COC(=O)c1sccc1NC(=O)c1ccoc1C	6	-6%	0	-13%	0%	-4%	0%	-9%	-5%	-5%	1

# The list goes on:
smiles	Giardia kill	VP16 counter	KCNH2 3.1 inh	Rab9 prom act	ELG1 genotox	Tb PFK block	FLuc modulator	uPA generation	NPC1 promoter act	RORgamma inh	FBPA coupling cs
C=CCN(CC=C)C(=O)CN1C(=O)NC(Cc2c[nH]c3ccccc23)C1=O (centres undefined)	3	1%	-16	-3%	-1%	0%	-1%	2%	-6%	-1%	3
CC(=O)Nc1ccc(C(=O)COC(=O)C2CC2)c(F)c1	-8	·	-7	24%	?	-4%	5.4µM*	-3%	?	·	·
COc1ccc(C)cc1-n1nnnc1SCc1cn2ccsc2n1	1	8%	2	2%	1%	0%	1%	-4%	3%	25%[10 µM]	5
O=C1C=C(O)C(n2cncn2)C(c2ccc3c(c2)OCO3)C1 (centres undefined)	26	-1%	1	2%	7%	-3%	-2%	0%	-5%	15%	9
Cc1cc(NC(=O)C2CCN(C(=O)c3ccco3)CC2)ccc1Br	-7	·	6	-2%	?	-4%	-40%	-8%	5%	·	·
Cc1ccc(S(=O)(=O)Nc2cc3c4c(c2)CCC(=O)N4CCC3)cc1	-5	·	1	-2%	2%	-10%	1%	-3%	-4%	·	·
Cc1ccc(S(=O)(=O)N2CCN(CC(=O)Nc3ccc(N4CCOCC4)cc3)CC2)cc1C	4	3%	·	-13%	2%	4%	0%	3%	0%	-6%[10 µM]	5
O=C(c1ccncc1)N1N=C(c2ccc(Br)cc2)CC1c1ccccc1O (centres undefined)	3	-15%	-14	1%	0%	8%	1%	9%	-5%	25%	-1
Cc1ccc(C(=O)NC(=S)Nc2ccc3[nH]c(=O)[nH]c3c2)cc1	-18	-7%	-16	-4%	0%	1%	1%	3%	-8%	4%	5
CCCn1c2c(c(O)c(C(=O)Nc3nc4ccccc4s3)c1=O)CCCC2	20	-20%	-18	-5%	1%	-1%	-8%	-7%	-2%	-20%	-1

# Additional entries:
SMILES | Giardia kill | VP16 counter | KCNH2 3.1 inh | Rab9 prom act | ELG1 genotox | Tb PFK block | FLuc modulator | uPA generation | NPC1 promoter act | RORgamma inh | FBPA coupling cs
O=C(COC(=O)/C=C/c1ccco1)NCc1ccccc1Cl | -17 | -4% | 5 | 2% | -1% | -9% | -8% | 3% | -1% | 32% | 3
CC1CN(C(=O)CN2C(=O)NC3(CCCC3)C2=O)C(=Nc2cccc(S(=O)(=O)N(C)C)c2)S1 (centres undefined) | 1 | · | 6 | 1% | -1% | 19% | 3% | -8% | -1% | · | ·
COc1ccc(Br)cc1/C=N/n1nnnc1N | -11 | 6% | 8 | -2%[1.84 µM] | 0% | 8% | 1% | 14% | 5% | -31% | 4
Cc1ccc(-n2nnnc2SCC(=O)N2CCN(C(=O)c3ccco3)CC2)c(C)c1 | -17 | -7% | 5 | -10% | -1% | -9% | -1% | -3% | 1% | 39% | 1
CCOC(=O)c1[nH]c(C)c(C(=O)NC)c1C | -6 | -3% | 0 | 2% | 0% | -1% | -1% | 7% | -6% | 7% | 1
CCOC(=O)c1c(-c2ccccc2)nc2c(C)cccn12 | -1 | -5% | -10 | 1% | -8% | 8% | ? | -4% | -4% | -29% | 4
CC(C)N1C(=S)N(Cc2ccco2)C(=O)C1CC(=O)Nc1ccccc1 (centres undefined) | 4 | -8% | -37 | -3% | -4% | -4% | -2% | 7% | -4% | 18µM* | 1
CC(C)(C)c1nnc(N/N=C/c2cc(Br)ccc2O)n(N)c1=O | 2 | 10µM* | -36 | -23% | -16% | -1% | -22% | -4% | -14% | 13µM* | -1
O=C(CC12CC3CC(CC(C3)C1)C2)NCc1ccco1 | -16 | 7% | -6 | 1% | -5% | 2% | -14% | 20% | -4% | -3% | -1
COc1ccc(CCN2CC(C(=O)Nc3cc(F)ccc3F)CC2=O)cc1OC (centres undefined) | 31[activator] | · | 2 | -4% | 0% | 6% | 0% | -2% | 1% | · | ·

# Compound activity (PubChem BioAssay)
